Compound activity from PubChem.
Pf apPOL block – Pf-apPOL inhibitors, biochemical, fluorescence. inhibition, % at 10 µM. Recombinant Pf-apPOL, molecular beacon fluorescence, 1.5 h. AID 1794808, 2022. 210,000 compounds, 0.25% hits. Plasmodium falciparum apicoplast DNA polymerase (apPOL)
mHTT-CaM PPI inh – mutant huntingtin-calmodulin interaction inhibitors – biochemical, AlphaScreen, primary screen; P42858; AlphaScreen His-mHTT/GST-CaM binding, luminescence; inhibition, % at 15 µM; 190,000 compounds, 3.6% hits; AID 1671202, 2021;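 note: 0% = both proteins with DMSO and 100% = one protein alone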
* marks the source's active call; other numbers are inactive results; i = inactive; x = not tested or not shown; & = joins results of further samples. Cut-off read from the data, not from the text of the source: active = inhibition above about 50%; inactive = the rest.

Structure	Pf apPOL block	mHTT-CaM PPI inh
COc1cc(C2Nc3c(Cl)cccc3C3C=CCC32)cc(OC)c1OC (stereo not given)	-4	70*
O=[N+]([O-])c1ccccc1CN1CCC(N2CCCCCC2)CC1	0	7
CC(=O)Nc1ccc2c(c1)CC(C(=O)NCC1CCCCC1)CO2 (stereo not given)	-2	1
COCCn1c(SCc2nc(-c3cccs3)no2)nc2cc3c(cc2c1=O)OCO3	10	1
COC(CNC(=O)c1cnn2c(C(F)(F)F)cc(-c3ccccc3)nc12)OC	-10	0
O=S(=O)(Nc1ccc(F)cc1)N1CCCCC1	5	-1
CCCCCn1c(CCNC(=O)c2ccc(OC)c(OC)c2)nc2ccccc21	0	27
O=C(Nc1cccnc1)c1cccc(-c2nc(-c3ccccc3)no2)c1	0	-3
O=C(CS(=O)(=O)Cc1ccccc1)Nc1nccs1	-4	-7
COC(=O)C1=C(C(=O)OC)[C@]2([C@H]3C/C=C\CN[C@@H](Cc4ccccc4)C(=O)N3Cc3ccccc3)C=C[C@H]1O2	5	37
COc1cccc(NC(=O)C2CCc3sc(C(=O)N(C)C)cc3C2)c1 (stereo not given)	-5	-4
O=C(NCCn1nc(-c2ccccc2)ccc1=O)c1ccc(-n2cccc2)cc1	-6	63*

More records:
Structure	Pf apPOL block	mHTT-CaM PPI inh
COc1cc2c(cc1OC)C(CC(=O)Nc1ccc(C)cc1C)=NC(C)(C)C2	28	-5
COC(=O)CSC1=C(C#N)C(c2ccsc2)CC(=O)N1 (stereo not given)	-8	-12
COc1cc(/C=N/O)ccc1Oc1ccc([N+](=O)[O-])cn1	-5	i
CCn1ccc2c(cc(C(=O)Nc3ccc(Cl)cc3)n2C)c1=O	-18	-3
O=C(Nc1cccc(COC(=O)c2ccccc2)c1)c1ccccc1	-6&-3	x
O=[N+]([O-])c1ccc(N2CCNCC2)cc1NCCCN1CCOCC1	-6	11
COc1cccc(C2CC(c3ccc(F)cc3)=NC3(CCN(C(C)=O)CC3)N2)c1O (stereo not given)	-1	47
CCCCOC(=O)C1C2C=CC3(CN(CCCC)C(=O)C13)O2 (stereo not given)	-2	-10
CC1(C)Nc2ccccc2-c2c1ssc2=Nc1ccc(Cl)cc1Cl	x	15
CCc1cc(C(=O)c2ccc(OC)cc2)c(NC(=O)c2ccc(C(F)(F)F)cc2)s1	2	x
CC(=O)Nc1nonc1-c1nc2ccccc2n1Cc1ccc([N+](=O)[O-])cc1	4	-1
N=C(N)SCCc1ccc(OCc2ccc([N+](=O)[O-])cc2)cc1	13	x

More compounds:
Structure	Pf apPOL block	mHTT-CaM PPI inh
COCCN1C(=O)Cc2ccccc2C1C(=O)NCc1ccccc1F (stereo not given)	-4	3
COc1ccc2nc(N3CCC(C(=O)NC(C)c4ccccc4)CC3)sc2c1 (stereo not given)	-11	9
Cc1ccc(C)c(NS(=O)(=O)c2cc(Cl)ccc2Cl)c1	1	-21
N#CC1=C(SCC(=O)Nc2ccccc2)NC(=O)CC1c1ccc(F)cc1 (stereo not given)	-6	-2
CCC(C(=O)Nc1nccs1)c1ccccc1 (stereo not given)	-3	-5
Cc1cccc(C(=O)N2CCN(C(=O)c3cccc(C)c3)C(C)C2)c1 (stereo not given)	0	-4
COc1ccc(-c2[nH]nc3c2C(c2ccccc2F)C(C#N)=C(N)O3)cc1OC (stereo not given)	0	11
Cc1cccc(-n2ncc3c(NC4CCCCCC4)ncnc32)c1	-3	10
Cc1ccccc1C1=N/C(=C\c2cccc(Cl)c2)C(=O)O1	2	3
Cc1noc(C)c1S(=O)(=O)N1CCc2nc3cc(-c4ccccc4)[nH]n3c(=O)c2C1	-1	4
CC(O)CNC(CC(=O)Nc1cccc(O)c1)C(=O)O (stereo not given)	1	-4
Cc1ccccc1CC(=O)N1CCC(c2cc(N)on2)CC1	-2	24

Continuation.
Structure	Pf apPOL block	mHTT-CaM PPI inh
Cc1ccc(-n2nc(C)c3sc(N4CCCN(C(=O)c5ccc(F)cc5)CC4)nc32)cc1	-2	42
COc1ccc(NC(=O)CCN2CCN(c3ccccc3F)CC2)c(OC)c1	2	4
c1ccc(COc2ccc(OCCCCN3CCOCC3)cc2)cc1	-2	-18
COc1ccc(CCNC(=O)c2noc3c2CC(C)CC3)cc1OC (stereo not given)	-3	3
COc1ccc(CCNC(=O)c2cccnc2Cl)cc1OC	-15	-4
COc1cc(-c2nc3ccccn3c2N=Cc2cc([N+](=O)[O-])c(O)cc2Cl)ccc1O	-10	12
Cc1nc(-c2cccc(C(=O)N3CCCC3)c2)no1	-4	-1
NC(=O)C1(N2CCCCC2)CCN(C2CC(=O)N(c3ccc(C(F)(F)F)cc3)C2=O)CC1 (stereo not given)	-6	-5
O=C(OCc1cc(-c2cccs2)on1)c1c[nH]c2ccccc12	-2	8
CC(C)CC(=O)N1CC(C)N(C(=O)CC(C)C)CC1C (stereo not given)	-1	20
COc1cc(NS(=O)(=O)c2ccc(NC(=O)Cc3ccccc3)cc2)nc(OC)n1	0	-3
COC(=O)NCC(c1ccco1)N1CCN(c2ccc(F)cc2)CC1 (stereo not given)	-4	-8

(more compounds)
Structure	Pf apPOL block	mHTT-CaM PPI inh
Cn1c(=O)c2c(ncn2CC(=O)Nc2ccc(S(=O)(=O)NC(C)(C)C)cc2)n(C)c1=O	2	-3
NC(=O)c1c(NC(=O)c2ccco2)sc2c1CCCCC2	-2	3
Cc1cccc(C2=N/C(=C\c3coc4ccc(Cl)cc4c3=O)C(=O)O2)c1	9	-1
O=C(c1ccc(F)cc1)N1CCC2(CC1)CN(C(=O)c1ccccc1)CC2CO (stereo not given)	-8	2
Cc1ccc(F)cc1NC(=O)CN1CCC(c2nc(-c3ccc(F)cc3)no2)CC1	-5	-5
Cc1ccc(C2CCCN2C(=O)c2cnn3cccnc23)cc1 (stereo not given)	-2	-1
CC1=C(C(=O)Nc2ccccc2)C(c2cccs2)n2nc(SCc3ccccc3F)nc2N1 (stereo not given)	1	-4
Cc1c(C)n(C(=O)CSc2nnc(N)s2)c2ccccc12	2	35
Cc1nc(C)c(-c2ccn(S(=O)(=O)c3cc(C(F)(F)F)cc(C(F)(F)F)c3)n2)o1	-13	x
CCOc1ccc2c(=O)c(Oc3ccccc3OC)c(C)oc2c1	-5	-5
O=S(=O)(c1ccc(F)cc1)c1ccc(F)cc1	-8	-7
CN(C)c1c(NC(=O)Cc2ccc(F)cc2)cnn(C)c1=O	0	-12

A second format for some results above:
Each structure is followed by: Pf apPOL block, mHTT-CaM PPI inh
> CC(O)CNC(CC(=O)Nc1cccc(O)c1)C(=O)O (stereo not given)
    1, -4
> Cc1ccccc1CC(=O)N1CCC(c2cc(N)on2)CC1
    -2, 24
> Cc1ccc(-n2nc(C)c3sc(N4CCCN(C(=O)c5ccc(F)cc5)CC4)nc32)cc1
    -2, 42

(further entries)
Structure	Pf apPOL block	mHTT-CaM PPI inh
CC12CCC(C(=O)NCc3ccc4c(c3)OCO4)(C(=O)C1=O)C2(C)C (stereo not given)	-7	-2
O=C(NCCC1CCN(S(=O)(=O)c2ccc(F)cc2)CC1)Nc1ccccc1Cl	1	28
CC1CCCCN1Cc1nc2sc3c(c2c(=O)[nH]1)CCCC3 (stereo not given)	-1	-3
COc1ccc(/C=C2\CC/C(=C\c3ccc(OC)c(OC)c3)C2=O)cc1OC	0	10
O=C(Cc1ccc(F)cc1)N1CCN=C1SCc1cccc(Cl)c1	-3	7
Cc1csc(SCCCNC(=O)Nc2cc(C)on2)n1	-2	-4
COCC(=O)N1CCc2[nH]nc(-c3ccc(C)cc3)c2C1	-6	-2
Clc1cccc(Cl)c1-c1nnc2ccc3ccccc3n12	-8	-2
COc1cccc(Oc2c(C(F)(F)F)oc3cc(OC(C)=O)ccc3c2=O)c1	-7	35
O=C1CC(c2ccc3c(c2)OCO3)c2cc(O)ccc2O1 (stereo not given)	-3	33
Cc1ccc2cccc(N3C(=O)Nc4ccccc4N3O)c2n1	-4	2
CC(=O)N1CCN(c2ccc(C(=O)c3ccccc3)cc2F)CC1	2	0

(more compounds)
Structure	Pf apPOL block	mHTT-CaM PPI inh
Cc1nc2ccccc2c(=O)n1-c1cccc(NC(=O)c2ccccc2C(F)(F)F)c1	8	12
CCN(C)c1cc2c(c3c1ccn3C)C1CCC2C1 (stereo not given)	-7	53*
O=C1C2CC=CCC2C(=O)N1c1cccc(N2C(=O)C3CC=CCC3C2=O)n1 (stereo not given)	0	x
O=[N+]([O-])CC(c1ccc2c(c1)OCO2)c1c[nH]c2ccccc12 (stereo not given)	-6	20
c1ccc2c3c([nH]c2c1)CN(Cc1ccc2c(c1)OCO2)CC3	-2	29
CC(C)Oc1ccc(/C=C2/NC(=O)NC2=O)cc1Cl	-2	9
Cc1ccc(C(=O)N2CC=C(C(=O)N3CCCC3)CC2)cc1	-3	22
CC(Oc1ccccc1)C(=O)NC1CCCC1 (stereo not given)	-7	1
CCCC(C(=O)O)N1C(=O)C(=Cc2ccccc2OC)SC1=S (stereo not given)	-60	60*
COc1ccc(C(=O)O)cc1S(=O)(=O)Nc1ccccc1Cl	-5	1
O=C(Nc1ccccc1)C1CC(=O)N(Cc2ccc3c(c2)OCO3)C(=Nc2ccc(F)cc2)S1 (stereo not given)	-2	23
ON1C(c2ccccc2)CC2(O)c3nonc3CCC12 (stereo not given)	-4	-1

(cont.)
Structure	Pf apPOL block	mHTT-CaM PPI inh
COc1cccc(NC(=O)Cn2cc(-c3ccc(F)cc3)oc2=O)c1	2	-7
CCCNC(=O)C1CCN(c2nc(C(C)C)nc3csc(C)c23)CC1	-11	48
COc1ccc(C(C)NC(=O)c2ccc(F)cc2)cc1OC (stereo not given)	-3	3
O=C(NCc1ccc(F)cc1Cl)C1CCN(c2cc(Oc3ccccc3)ncn2)CC1	-6	-9
Cc1[nH]c2ccc(Br)cc2c(=O)c1CN1CCCC1	-10	0
COc1ccc(NC(=O)c2ccc(CN(c3ccccc3)S(C)(=O)=O)cc2)cc1	-3	0
CSC(=CC(=O)c1ccccc1)Nc1ccccc1Cl	-11	x
Cc1ccc(CC(=O)N2CCc3[nH]nc(C(=O)N4CCCC4)c3C2)cc1	-2	2
Cc1ccc2c(c1)N(c1ccc(C(F)(F)F)cc1)C=C(C#N)S2(=O)=O	0	-7
Fc1ccc(-c2csc(N3CCOCC3)n2)cc1	13	6
CCOc1ccccc1OCCCOc1ccc(C)cc1[N+](=O)[O-]	-12	-49
Cc1ccc(C(=O)N2CCC(CCNS(=O)(=O)c3cccs3)CC2)cc1	-5	44

Carrying on:
Structure	Pf apPOL block	mHTT-CaM PPI inh
CCCc1nnc(NC(=O)CN2C(=O)c3ccccc3C2=O)s1	-6	-3
CN(C1CCCCC1)S(=O)(=O)c1ccc(NC(=O)c2ccco2)cc1	1	-12
CCCCOc1ccc(C(=O)Nc2ccc(F)cc2F)cc1	0	-6
CN(CCNC(=O)c1ccnc(N2CCNC(c3ccccc3)C2)c1)C1CCCCC1 (stereo not given)	-6	5
CCOc1ccccc1CN1CCC(c2nc3cccnc3n2CCOC)C1 (stereo not given)	-7	12
COc1ccc(Cl)cc1Nc1ncnc2sc(C)cc12	0	-11
Cc1ncsc1CN1CCCC1c1nc(-c2ccccc2)n[nH]1 (stereo not given)	-7	16
O=C1C2C(c3ccc([N+](=O)[O-])cc3)NN(Cc3ccccc3)C2C(=O)N1c1ccccc1 (stereo not given)	-3	28
COCCC(=O)N1CCC2(C1)NCc1ccccc1NC2=NCc1ccccc1 (stereo not given)	-6	15
COC(=O)c1ccc(Oc2c(C)oc3cc(OCC#N)ccc3c2=O)cc1	-8	2
CC(=O)c1cccc(NC(=O)CN2CCC(c3nc(-c4ccccc4)no3)CC2)c1	-4	6
Cc1ccc(N2COc3cc4c(cc3C2)OCO4)cc1	-5	14

Continued:
Structure	Pf apPOL block	mHTT-CaM PPI inh
CCCC12CN3CC(C)(CN(C1)C3c1ccc(O)c(O)c1)C2=O (stereo not given)	4	-1
Cc1cc(S(=O)(=O)O)ccc1N1N=C(C(=O)O)CC1=O	-13	22
CC(Sc1nnc(N)s1)C(=O)NC(c1ccccc1)c1ccccc1 (stereo not given)	2	3
COc1ccc(-c2cc(N3CCC(C(=O)NCC(F)(F)F)CC3)ncn2)cc1	-10	-6

Arranged by count of non-hydrogen atoms (ascending): part of the list above
Structure	Pf apPOL block	mHTT-CaM PPI inh
COc1ccc(Cl)cc1Nc1ncnc2sc(C)cc12	0	-11
CCCCOc1ccc(C(=O)Nc2ccc(F)cc2F)cc1	0	-6
CCCC12CN3CC(C)(CN(C1)C3c1ccc(O)c(O)c1)C2=O (stereo not given)	4	-1
CC(Sc1nnc(N)s1)C(=O)NC(c1ccccc1)c1ccccc1 (stereo not given)	2	3
COC(=O)c1ccc(Oc2c(C)oc3cc(OCC#N)ccc3c2=O)cc1	-8	2
CCOc1ccccc1CN1CCC(c2nc3cccnc3n2CCOC)C1 (stereo not given)	-7	12
COCCC(=O)N1CCC2(C1)NCc1ccccc1NC2=NCc1ccccc1 (stereo not given)	-6	15
CC(=O)c1cccc(NC(=O)CN2CCC(c3nc(-c4ccccc4)no3)CC2)c1	-4	6
CN(CCNC(=O)c1ccnc(N2CCNC(c3ccccc3)C2)c1)C1CCCCC1 (stereo not given)	-6	5
O=C1C2C(c3ccc([N+](=O)[O-])cc3)NN(Cc3ccccc3)C2C(=O)N1c1ccccc1 (stereo not given)	-3	28

These rows are one share of the data (hit frequency here may not be typical).
